From PubChem BioAssay
Tn6 DDE FP = inhibitors of Tn6 peptide binding to human fibrin DD(E). P02675. Fibrin DD(E) TRITC-Tn6 fluorescence polarization displacement. inhibition, % at 8.3 µM. hit rate 0.21% among 370,000. AID 720509;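 active means inhibition above a per-campaign cutoff: mean of compounds within control limits plus 3 SD, cut at about 15% in these data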;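 further: 0% = median of all compound wells on the plate and 100% = blocking peptide control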
DDE Tn7 FP inh = disrupts Tn7 cyclic peptide binding to fibrin D-Dimer-E complex. P02675. AID 720508. FP displacement of FITC-Tn7 peptide from fibrin DD(E); 0% = median of compound wells per plate. inhibition, % at 8.3 µM. hit rate 0.13% among 370,000;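 active means inhibition above the mean of compounds falling within the control limits plus 3 SD of them, cut at about 14% in these data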;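 further: 0% = plate median of compound wells and 100% = 10 µM Aha-Tn7 peptide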
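System: human fibrin DD(E); quantity: Fibrin-DD(E) at 2 µM final; also added: fluorescent Tn7 probe at 0.1 µM; compound dosing: single nominal test concentration of 8.3 µM per compound; schedule: 10 min preincubation, 3 h with tracer, room temperature; detection: fluorescence polarization of the labelled Tn7 tracer; repeats: one replicate per compound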
ARFGAP1 inhibitor = rat ARFGAP1 inhibition; AID 651572; Arfgap1-stimulated ARF1 GTP hydrolysis, GDP FP detection; hit rate 0.26% among 360,000; Q62848; inhibition, % at 16.5 µM;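 active means inhibition above a per-plate limit, mean inhibition of low control wells plus 3 SD, cut at about 25% in these data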;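 further: 0% = DMSO wells with enzyme and 100% = wells lacking Arfgap1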
Target sequence (Q62848 1-136 limits assumed): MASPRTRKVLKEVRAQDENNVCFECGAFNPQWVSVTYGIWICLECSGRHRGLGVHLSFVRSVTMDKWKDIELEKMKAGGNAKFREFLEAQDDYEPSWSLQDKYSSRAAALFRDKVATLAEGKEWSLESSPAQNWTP
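Material – truncated rat Arfgap1 GAP domain · Buffer or medium – HEPES-based buffer, pH 7.5 · Reagent – human ARF1(Δ1-17)-GTP substrate · Dosing – 16.5 µM single point, 1.26% DMSO · Schedule – GTP hydrolysis reaction 2 h at 25 °C · Technique – GDP detection by fluorescence polarization · Benchmarks – No-Arfgap1 wells (100%) versus DMSO full-reaction wells (0%) · Repeats – single replicate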
SIAE inh = blocks human sialic acid acetylesterase | Q9HAT2 | SIAE FP-Rh probe binding, fluorescence polarization | inhibition, % at 9.66 µM | hit rate 0.69% among 370,000 | AID 1053197;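 active means inhibition above a cutoff: mean of compounds within the control limits plus 3 SD of those, cut at about 17% in these data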;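 further: 0% = plate median of compound wells and 100% = probe without SIAE protein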
TDP2 inh = blocks human TDP2 phosphodiesterase activity. recombinant TDP2, T5PNP hydrolysis, p-nitrophenol absorbance 415 nm. inhibition, % at 12.8 µM. hit rate 0.34% among 370,000;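 active means inhibition above the mean of all tested compounds plus 3 SD, set per campaign, cut at about 25% in these data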;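 further: 0% = DMSO with enzyme and 100% = buffer with substrate but no TDP2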
Target sequence (O95551 whole entry, looked up): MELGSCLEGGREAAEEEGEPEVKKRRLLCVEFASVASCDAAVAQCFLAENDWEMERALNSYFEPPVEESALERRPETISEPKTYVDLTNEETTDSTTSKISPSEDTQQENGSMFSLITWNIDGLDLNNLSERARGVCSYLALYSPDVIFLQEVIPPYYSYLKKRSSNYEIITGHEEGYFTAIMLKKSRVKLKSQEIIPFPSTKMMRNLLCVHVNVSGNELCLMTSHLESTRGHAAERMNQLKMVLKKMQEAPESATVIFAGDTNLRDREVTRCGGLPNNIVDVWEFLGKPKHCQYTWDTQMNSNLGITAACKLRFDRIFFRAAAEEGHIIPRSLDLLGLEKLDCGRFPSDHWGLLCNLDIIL
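System – recombinant human TDP2 · Amount – 120 nM TDP2 per well · Buffer or medium – Mg2+-containing Tris-HCl buffer, pH 7.5 · Reagent – T5PNP substrate, 5 mM · Dosing – 12.8 µM single point, 1% DMSO · Incubation – 2 h at 37 °C · Measured by – epi absorbance · Read-out basis – percent inhibition · Benchmarks – high control without enzyme, low control DMSO plus TDP2 · Repeats – singlicate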
PLC-beta3 inh = blocks human PLC-beta3 enzyme activity. Q01970. Purified PLC-beta3, fluorogenic substrate, fluorescence. inhibition, % at 12.2 µM. hit rate 0.18% among 370,000; in the data active means inhibition above about 11%;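 further: 0% = median of compound wells on plate and 100% = full blocker control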
PLC-gamma1 inh = blocks human PLC-gamma1 enzyme activity; hit rate 0.84% among 370,000; inhibition, % at 12.2 µM; P19174; purified PLC-gamma1, fluorogenic substrate, fluorescence; in the data active means inhibition above about 9.5%
ADAM17 inh = inhibitors of human ADAM17 | recombinant ADAM17, EDANS/DABCYL FRET peptide cleavage | inhibition, % at 6.95 µM | hit rate 0.83% among 370,000;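 active means inhibition above the mean of compounds lying between control limits plus 3 SD, set per campaign, cut at about 8.5% in these data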;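 further: 0% = DMSO-only wells as the low control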
ASAP1 inh = blocks human ASAP1-stimulated Arf1 GTP hydrolysis; GDP FP detection; inhibition, % at 16.5 µM; AID 624377; hit rate 0.19% among 360,000; Q9ULH1; in the data active means inhibition above about 25%;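 further: 0% = vehicle with enzyme and substrate and 100% = no enzyme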
ADAM10 inh = inhibits human ADAM10 | inhibition, % at 7 µM | recombinant ADAM10, EDANS/DABCYL FRET peptide cleavage, 3 h | hit rate 0.62% among 370,000;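 active means inhibition above a per-campaign cutoff equal to the mean of compounds falling between control-based bounds plus 3 SD, cut at about 20% in these data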;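 further: 0% = DMSO wells while the 100% control is not disclosed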
Target sequence (O14672 214-748 limits assumed): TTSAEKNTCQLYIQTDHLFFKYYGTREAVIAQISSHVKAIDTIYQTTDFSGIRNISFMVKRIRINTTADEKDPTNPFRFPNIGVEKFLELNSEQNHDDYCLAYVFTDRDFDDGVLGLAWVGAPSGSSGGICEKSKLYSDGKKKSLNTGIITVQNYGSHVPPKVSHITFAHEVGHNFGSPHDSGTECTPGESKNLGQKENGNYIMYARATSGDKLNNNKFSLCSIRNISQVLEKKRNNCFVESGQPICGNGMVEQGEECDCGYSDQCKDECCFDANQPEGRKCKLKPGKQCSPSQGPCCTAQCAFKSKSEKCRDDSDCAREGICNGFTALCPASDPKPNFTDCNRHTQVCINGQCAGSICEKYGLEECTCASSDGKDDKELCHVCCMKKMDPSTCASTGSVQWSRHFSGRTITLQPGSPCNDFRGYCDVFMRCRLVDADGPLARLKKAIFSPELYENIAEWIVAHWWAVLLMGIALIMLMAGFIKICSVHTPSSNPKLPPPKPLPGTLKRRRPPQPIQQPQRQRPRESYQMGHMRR
* marks the source's active call; other numbers are inactive results; · = not tested or not shown.

SMILES | Tn6 DDE FP | DDE Tn7 FP inh | ARFGAP1 inhibitor | SIAE inh | TDP2 inh | PLC-beta3 inh | PLC-gamma1 inh | ADAM17 inh | ASAP1 inh | ADAM10 inh
Cc1cccnc1N(C(=O)Nc1ccccc1)C1=NCC(C)(C)S1 | -1 | 4 | -2 | -7 | 0 | -2 | 1 | 3 | 5 | -4
CC(C)C(=O)N1CC[C@H]2[C@H](CCCN2Cc2ccccc2)C1 | -3 | 13 | · | 4 | 9 | -3 | 0 | -5 | · | -5
C=CCN1C(=O)[C@H](CC(=O)N2CCOCC2)[C@@]2(C(=O)OCC)CCCC=C12 | 1 | 7 | · | 5 | 5 | 5 | -4 | -4 | · | -4
NNc1nc2sc3c(c2c(=O)n1Cc1ccccc1)CCC3 | -9 | 3 | 9 | 8 | 5 | -4 | -5 | -1 | 1 | 0
COc1ccc(-n2nnnc2SCC(=O)NC2CCCC2)cc1OC | -13 | 0 | 6 | 1 | -11 | -4 | -2 | -1 | 1 | 11
CCN(CC(=O)NCc1cccs1)C(=O)COc1ccc(C(C)=O)cc1 | 2 | -2 | -3 | 0 | 6 | -8 | -2 | -5 | -2 | -7
COc1ccc(S(=O)(=O)N2CCOC23CCN(S(=O)(=O)c2ccc(F)cc2)CC3)cc1 | -2 | -2 | 0 | -1 | 2 | -7 | 4 | -1 | -5 | -5
O=C1CN(C(=O)CSc2nncn2-c2ccccc2)c2ccccc2N1 | -4 | 1 | 1 | 7 | 23 | 5 | 0 | -2 | 1 | 2
CC(C)c1nnc(NC(=O)CN(C)S(=O)(=O)c2ccc3c(c2)OCCO3)s1 | -7 | -5 | -3 | -4 | 1 | 1 | 0 | -1 | -3 | -2
O=C(NCc1ccccn1)c1cccc(NS(=O)(=O)c2ccccc2)c1 | 5 | 9 | 9 | -1 | -1 | -8 | -3 | -2 | 11 | -10
O=C(CSc1nc(-c2ccccc2)c(-c2ccccc2)o1)Nc1nnc(-c2ccccc2)s1 | 7 | 8 | -9 | -10 | -5 | -6 | -4 | -1 | -4 | -3
O=C(N/C=C/c1ccco1)OCc1ccccc1 | -4 | -9 | 12 | -8 | -4 | -20 | -8 | -1 | 6 | -2
O=C(CC1Sc2ccccc2NC1=O)NNc1ccc(F)cc1 (stereo not drawn) | -1 | -6 | 2 | 9 | -7 | -1 | -1 | 3 | 0 | 1
COc1ccc(-c2ccc(C#N)c(SCC(=O)Nc3sc4c(c3C#N)CCC4)n2)cc1OC | 4 | 5 | -6 | 9 | -2 | -141 | -100 | -19 | 10 | -47
O=c1[nH]cnc(O)c1C(c1ccc(Br)cc1)c1c(O)nc[nH]c1=O | -4 | -3 | -5 | 2 | 14 | -5 | 4 | -3 | 0 | 10
COc1cc(C)nc(SCC(N)=O)n1 | -4 | -5 | 8 | 2 | -1 | 4 | 3 | -3 | 0 | 4
Cc1cc(Cl)c2oc(C(=O)N(C)CCCCN3CCOCC3)c(C)c2c1 | 2 | 2 | -3 | 4 | 7 | -5 | 1 | -1 | 12 | 1
CC(C)N(Cc1nc(-c2ccc3c(c2)OCO3)no1)Cc1nccn1C | -9 | 6 | 5 | -3 | 11 | 0 | 0 | -2 | -5 | 5
CC1(C)CC(NC(=S)NC(=O)c2cc(Br)ccc2Cl)CC(C)(C)N1 | -5 | -1 | 17 | -3 | 12 | -9 | -1 | -3 | 0 | -3
CC(Nc1ccc(S(=O)(=O)N2CCN(C)CC2)cc1[N+](=O)[O-])c1ccccc1 (stereo not drawn) | 2 | -17 | 6 | 0 | -5 | -1 | 3 | -4 | 7 | -3
Cc1ccc(/C=C2\CCOC2=O)cc1 | -6 | 5 | 10 | 1 | -6 | -4 | 1 | -4 | 0 | -2
O=C(N/N=C/c1ccc(Br)s1)c1ccccn1 | 10 | 2 | 9 | 1 | -8 | -10 | -12 | -6 | -6 | -16
CCOC(=O)C1=C(C)NC(C)=C(C(=O)OCC)C1C(=O)OCC(=O)c1ccc2c(c1)OCCO2 | -2 | 6 | 8 | 2 | 7 | -43 | -37 | -15 | 8 | -23
CCCCn1c(N)c(N(CC(C)C)C(=O)C2CCCO2)c(=O)[nH]c1=O (stereo not drawn) | -12 | 1 | -15 | 0 | 10 | -6 | 5 | -2 | -6 | 0
O=C(c1cc([N+](=O)[O-])cc([N+](=O)[O-])c1)N1CCCc2ccccc21 | 2 | -2 | 6 | -3 | 9 | 2 | 0 | -2 | 10 | -3
Carrying on:
SMILES | Tn6 DDE FP | DDE Tn7 FP inh | ARFGAP1 inhibitor | SIAE inh | TDP2 inh | PLC-beta3 inh | PLC-gamma1 inh | ADAM17 inh | ASAP1 inh | ADAM10 inh
O=C(O)c1cc(N/N=C/c2ccc(-c3ccccc3)cc2)ccc1Cl | 1 | 13 | -16 | -2 | -3 | -31 | -13 | -4 | -9 | -11
O=C1CC(c2ccccc2)Cc2nc(NC3CC3)ncc21 (stereo not drawn) | -3 | 1 | -2 | 9 | 1 | 0 | 1 | -2 | 15 | -3
COc1ccc(-c2ccc(CCC(=O)O)n2-c2ccccc2OC)cc1 | -8 | 0 | -1 | 5 | 2 | -46 | -42 | -10 | 3 | -25
CC(=O)Nc1ccc(S(=O)(=O)N2CCOCC2)cc1 | 3 | -1 | 1 | 3 | 8 | 2 | 1 | -2 | -7 | -5
C=CCc1ccc(OCc2ccc(C(=O)Nc3ccc(NC(C)=O)cc3)o2)c(OC)c1 | -1 | 2 | 2 | 1 | 9 | -11 | -6 | 0 | -4 | -10
CS(=O)(=O)N(CC(=O)Nc1ccc(F)cc1F)c1cccc([N+](=O)[O-])c1 | 5 | -4 | -3 | 5 | 1 | -4 | -1 | 0 | -4 | -3
O=C(CCn1c(=O)oc2ccccc21)N1CCCCCC1 | 0 | 5 | -17 | -2 | 0 | -2 | -3 | -6 | -11 | -11
O=C(O)CCC(=O)N1N=C(c2c(-c3ccccc3)c3cc(Cl)ccc3[nH]c2=O)CC1c1ccco1 (stereo not drawn) | -1 | -3 | 4 | -2 | 11 | -35 | -34 | -50 | 5 | -152
O=C(OCC#CCSc1nnc(-c2c[nH]c3ccccc23)o1)c1ccc(F)cc1 | -4 | 2 | · | -16 | -3 | -3 | 0 | 7 | · | 18
Cc1cccc(OCC(=O)Nc2ccc3oc(=O)ccc3c2)c1C | -4 | 10 | 1 | -18 | 10 | -14 | -6 | -3 | 6 | 0
CCC1=NN=C(c2ccc(F)cc2)C(c2c[nH]c3ccccc23)N1O (stereo not drawn) | -6 | 3 | -14 | 2 | -9 | -47 | -22 | -3 | 24 | -5
CCN(CC(=O)NCc1cccs1)c1ccc(S(=O)(=O)N2CCN(C)CC2)cn1 | 5 | 7 | -7 | 6 | -4 | -8 | -3 | -1 | 8 | -1
COCCNC(=O)C1CC(c2ccc(F)cc2)=NO1 (stereo not drawn) | 0 | 2 | 6 | 5 | 6 | 1 | 2 | 0 | -8 | 4
Fc1ccc(N2CCN(C(c3cccs3)c3nnnn3C3CCCC3)CC2)cc1 (stereo not drawn) | 2 | -3 | -2 | 5 | 3 | 6 | 2 | -1 | -2 | 8
Cc1noc(C)c1CC(=O)NC1CC(C)(C)Cc2c1cnn2-c1ccccc1 (stereo not drawn) | 2 | 1 | 3 | 4 | 13 | -1 | 1 | 1 | 9 | -2
O=C(NCc1ccccc1)N1CCC(CO)(CCc2ccccc2)CC1 | -4 | -2 | -4 | -4 | 0 | -6 | 2 | -3 | 11 | 3
O=C(NNC(=O)c1cccs1)c1ccc(F)cc1 | 0 | 0 | 1 | 1 | -13 | -5 | 2 | 0 | 7 | -17
O=C(CCc1ccccc1)Nc1nc2ccc(S(=O)(=O)N3CCOCC3)cc2s1 | -5 | -3 | 0 | -7 | -2 | 5 | 1 | 1 | 6 | 8
CC(C)C[C@H]1COc2cccc(F)c2S(=O)(=O)N1Cc1cn(Cc2ccc(C(F)(F)F)cc2)nn1 | 9 | 2 | · | -7 | -2 | 2 | 1 | 1 | · | 0
CC(=O)Nc1ccc(Nc2nnc(-c3ccc(O)cc3)c3ccccc23)cc1 | -2 | 0 | 10 | 10 | -3 | -37 | -24 | 1 | 11 | -3
O=c1c2ccccc2nc2c3ccccc3cnn12 | 9 | 2 | -2 | -5 | 6 | -274 | -226 | -79 | -2 | -221
Cc1cccc(NS(=O)(=O)c2cc(C(=O)N3CCc4ccccc4C3)ccc2Cl)c1C | -4 | -1 | 5 | -8 | 4 | 3 | 2 | 3 | 17 | 12
COC(=O)[C@]12C[C@H](CC(=O)N3CCOCC3)C(=O)N(Cc3ccccc3)C1=C[C@H](C(C)(C)C)O[C@@H]2C | -5 | -1 | 1 | 0 | 8 | 5 | 6 | -2 | 5 | 0
Nc1ccc2nc(CCCCc3nc4ccccc4[nH]3)[nH]c2c1 | 1 | 0 | 15 | 12 | 11 | -11 | -4 | -2 | -10 | -2
N#C/C(=N\Nc1cccc(C(F)(F)F)c1)C(=O)c1csc(-c2cccnc2)n1 | 8 | 1 | 6 | -3 | -11 | -3 | 2 | 2 | -5 | 8
Next part.
SMILES | Tn6 DDE FP | DDE Tn7 FP inh | ARFGAP1 inhibitor | SIAE inh | TDP2 inh | PLC-beta3 inh | PLC-gamma1 inh | ADAM17 inh | ASAP1 inh | ADAM10 inh
C(=C\c1ccccc1)/CN1CCN(C(c2cc3ccccc3o2)c2nnnn2C2CCCC2)CC1 (stereo not drawn) | -3 | -6 | 4 | 3 | 1 | 0 | 2 | 5 | -3 | -20
NC(=O)C1CCN(C(=O)CCC(=O)N2CCOc3ccc(Cl)cc32)CC1 | -10 | 1 | 11 | 0 | -8 | 3 | 5 | -4 | 7 | -10
CCCCC(=O)NCc1ccccc1Cl | -6 | -3 | 1 | 0 | -9 | 2 | -2 | 0 | 2 | 3
CN(C)c1ccc(C2C3CCCc4ccccc4C3=NN2C)cc1 (stereo not drawn) | 3 | 0 | 5 | 3 | 3 | -6 | -1 | -4 | 8 | 4
CCn1c(CNC(=O)Cc2ccc(OC)cc2)n[nH]c1=S | -2 | -6 | -1 | 7 | 6 | -3 | 5 | 0 | -1 | -6
CN(CCNC(=O)c1cn(C)c2ccc(S(=O)(=O)N(C)C)cc2c1=O)CCc1ccccc1 | -1 | 3 | 10 | -2 | -3 | -4 | -3 | -3 | -6 | -6

An excerpt from above with just ASAP1 inh.
SMILES,ASAP1 inh
CCCCC(=O)NCc1ccccc1Cl,2
CN(C)c1ccc(C2C3CCCc4ccccc4C3=NN2C)cc1 (stereo not drawn),8
